LGR2 inh = blocks bursicon-induced cAMP signaling via Drosophila LGR2. inhibition, % at 9.99 µM. actives 0.35% (n = 380,000). HEK293 LGR2, CRE-luciferase, bursicon-stimulated, 4 h;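 active = drop in luminescence signal, shown as inhibition above about 50% in the replicate tests, limit read from the data, passing the limit was not always enough; inconclusive = probably only some replicates passing the limit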;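 also: agonist challenge used bursicon conditioned medium at about half maximal strength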
PAX8 reporter = lowers PAX8-driven luciferase in RMG-I cells | inhibition, % at 12.6 µM | RMG-I TPO-luciferase reporter, SteadyGlo, 24 h | AID 652154 | actives 1.2% (n = 360,000);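 active = mean replicate inhibition at least 60% with every replicate also reaching 60%; inconclusive = only one of the two criteria is met; inactive = mean below 60% and not all replicates reaching 60%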;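 also: luciferase light reporting Pax8 driven TPO promoter activity; plate controls were median of neutral control wells for no effect and mitoxantrone controls for full effect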
ARNT TACC3 PPI = disrupts binding between human ARNT and TACC3; AlphaScreen His-ARNT PAS-B/GST-TACC3 binding, luminescence; TACC3 fragment carries E629A point mutation; inhibition, % at 9.99 µM; actives 0.66% (n = 390,000); AID 623870;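 active = mean inhibition of replicates at least 50% and at least half of replicates each reaching 50%; inconclusive = half or more replicates reach 50% but mean below 50%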;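 also: 0% = complete ARNT plus TACC3 wells and 100% = ARNT alone without TACC3; many hits fall short of the cut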
Cneo AK release = causes C. neoformans cell lysis; adenylate kinase release luminescence, 4 h; normalised: neutral wells 0, clomiphene wells 100; lysis activity, % at 15 µM; actives 0.2% (n = 360,000);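 active = mean lysis activity across replicates of at least 80%, whatever share of replicates individually reach that level; inactive = mean lysis activity below 80%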
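Assay system: log-phase C. neoformans yeast / Quantity: yeast cell density of 5 × 10^6 cells/mL / Medium: fresh YPD growth medium / Compound: single dose / Timing: static 4 h at 37 °C with compound, 1 h detection / Measured by: adenylate kinase release luminescence / Read-out: lysis from increased AK signal / Benchmarks: Clomiphene as positive lysis control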
PGC1a acetyl inh = PGC1a acetylation modulation, inhibitor mode. U2OS PGC1a acetylation, AlphaScreen anti-acetyl-lysine; with virally co-expressed GCN5 acetyltransferase. inhibition, % at 15.6 µM. actives 0.17% (n = 350,000);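 active = every replicate shows inhibition of at least 40%; inconclusive = mean inhibition at least 40% but some replicate below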;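 also: 0% = neutral control wells and 100% = positive control wells; some results beyond the cut were filed as inactive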
PglD inh = inhibitors of Campylobacter jejuni PglD acetyltransferase; purified PglD enzyme, DTNB colorimetric CoA detection; inhibition, % at 12.5 µM; actives 0.098% (n = 360,000); in the data active = inhibition above about 16%, passing the limit was not always enough; inconclusive = no clear call, values can overlap the other calls; also: strong numbers were not always called active
INS-1E GSIS act = primary screen for activators of insulin secretion dependent on glucose, INS-1E cells, GLuc reporter luminescence | INS-1E GLuc reporter insulin secretion, 2-3 h | activation, % at 16.6 µM | actives 0.61% (n = 370,000);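 active = lowest replicate activation of at least 40%, so every replicate reaches that level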;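 also: 0% = median of neutral control wells and 100% = median of IBMX positive control wells; some compounds called inactive have numbers as strong as hits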
Statin myotox sup = suppression of simvastatin myotoxicity; C2C12 myotubes + simvastatin, ATP luminescence, 48 h; scaled: DMSO 0, geranylgeraniol control 100; rescue of ATP level, % at 7.49 µM; actives 0.78% (n = 330,000);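 active = mean ATP rescue above about 67%, or every replicate alone reaching that limit, limit read from the data, passing the limit was not always enough; inconclusive = no clear call, values can overlap the other calls; inactive = mean under the limit and some replicate under it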;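 also: myotubes were challenged with 10 µM simvastatin during compound exposure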
Active calls of the source: *; ? = inconclusive; / = no result given.

SMILES | LGR2 inh | PAX8 reporter | ARNT TACC3 PPI | Cneo AK release | PGC1a acetyl inh | PglD inh | INS-1E GSIS act | Statin myotox sup
CC(C)(C)c1ccc(C(=O)Nc2ccc(NC(=O)c3ccco3)cc2)cc1 | / | / | 1 | 8 | -13 | -4 | / | -86
CCSc1cc(N2CCOCC2)nc(-c2ccc(Cl)cc2)n1 | -3 | 135* | -14 | 0 | / | 3 | 6 | /
CCOC(=O)c1c(/N=C/C2=C(O)CC(C)(C)CC2=O)sc2c1CCCC2 | 3 | -4 | / | 0 | 8 | -1 | 9 | /
O=C(Cc1ccccc1)N1CC[C@@H]2[C@H]1c1cc(C#Cc3cccc(F)c3)ccc1N[C@@H]2CO | 19 | -7 | -3 | -11 | -26 | 1 | -1 | 28
O=C(/C=C/c1ccc(O)c([N+](=O)[O-])c1)c1ccc2ccccc2c1 | -18 | -48 | 0 | -1 | / | -3 | -15 | 11
CCCCN(C)C(=O)c1sc(=O)n(CC(=O)c2ccccc2OC)c1C | -13 | 6 | / | 0 | / | 8 | -1 | 2
CCOC(=O)C1=C(c2cccc(F)c2)NC(=S)NC1C (stereo not drawn) | / | 11 | -9 | -2 | 2 | 1 | / | -27
COc1cccc(C#Cc2ccc3c(c2)O[C@@H](CN(C)C(C)=O)[C@H](C)CN([C@@H](C)CO)S3(=O)=O)c1 | -17 | / | 2 | -8 | -4 | 0 | -1 | /
COC(=O)c1c(NC(=O)c2ccc(OC(C)C)cc2)sc2c1CC(C)(C)NC2(C)C | 7 | -5 | -1 | 1 | 2 | 11 | 4 | 9
C[C@H]1CN([C@@H](C)CO)C(=O)c2cc(NC(=O)C3CCCCC3)ccc2O[C@@H]1CN(C)Cc1ccc(Cl)c(Cl)c1 | -10 | / | 6 | 4 | 0 | -3 | -19 | -104
Cc1ccc(S(=O)(=O)N2CCCCC2)cc1C(=O)NCCCN1CCOCC1 | 0 | / | -1 | -1 | 0 | 9 | / | /
COc1ccc(CNC(=O)c2cccc(C)c2[N+](=O)[O-])cc1 | -5 | -10 | -18 | / | / | / | 6 | /
CO[C@@H]1CN(C)C(=O)c2cc(NC(=O)C3CC3)ccc2OC[C@@H](C)N(C(=O)CN2CCOCC2)C[C@H]1C | -8 | -14 | -5 | -1 | 10 | -1 | 8 | 5
COc1ccc(Cl)cc1NC(=O)CCc1ccccc1 | / | 7 | -34 | -1 | -6 | 0 | / | 16
COc1ccccc1NC(=O)N1[C@H](C#N)[C@@H](c2ccccc2)[C@@H]1CO | 4 | -4 | 5 | -3 | -1 | 2 | -4 | 17
Cc1cccc(NC(=O)CN2C(=O)N/C(=C\c3ccccc3OCc3ccc(C(=O)O)cc3)C2=O)c1 | -8 | 6 | -2 | 7 | / | 1 | -9 | -3
Cc1cccc(CCN2C(N(C)C)=NC[C@@H]2CC(C)C)c1 | 3 | -1 | -9 | 7 | / | 6 | -3 | -45
O=C(OCC(=O)C12CC3CC(CC(C3)C1)C2)c1ccc(O)cc1 | -71 | -74 | 4 | -1 | 3 | -1 | 2 | 1
COc1ccc(N2CCN(C(=O)CNC(=O)c3ccc(Br)o3)CC2)cc1 | 4 | -11 | -1 | 0 | / | -1 | -12 | 0
Cc1cc(NS(=O)(=O)c2ccc(NC(=O)/C=C/c3cccc(Cl)c3)cc2)no1 | -6 | 3 | 0 | -1 | / | -4 | 26 | -3
C[C@@H]1CN([C@H](C)CO)C(=O)Cc2cc(NC(=O)C3CC3)ccc2O[C@@H]1CN(C)S(=O)(=O)c1ccc(Cl)cc1 | 13 | 5 | -6 | 0 | 1 | -5 | -4 | -1
CCC1Oc2ccc(C)cc2N(CC(=O)NCCCN2CCOCC2)C1=O (stereo not drawn) | 1 | -2 | -3 | 0 | / | 1 | -7 | 4
CCCCC1(C)NC(=O)N(CC(=O)Nc2ccc(Cl)cc2C)C1=O (stereo not drawn) | / | 11 | -2 | 1 | -2 | 3 | / | -1
CCOC(=O)C1=CCC(c2ccc(CC)cc2)N(S(=O)(=O)c2ccc(C)cc2)C1 (stereo not drawn) | 20 | 13 | / | 9 | -25 | -1 | -17 | 5
OC(CN1CCN(C(c2ccccc2)c2ccccc2)CC1)c1ccccc1 (stereo not drawn) | / | / | 7 | 2 | 6 | 7 | / | 11
Clc1ccc(C(c2nnnn2C2CCCC2)N2CCN(Cc3ccncc3)CC2)cc1 (stereo not drawn) | 7 | / | 16 | -3 | -11 | 2 | -5 | 3
CCC(=O)N1[C@@H]2c3ccc(-c4cccnc4)c(=O)n3C[C@H]1[C@H](CO)[C@H]2C(=O)N1CCc2ccccc2C1 | -9 | -20 | 2 | -7 | / | 3 | 6 | -11
CCCS(=O)(=O)NC(=O)C1(C)CCN(C(=O)c2cc(C)oc2C)C1 (stereo not drawn) | 11 | / | / | -1 | 17 | 2 | -11 | -3
CC(=O)Nc1cccc(NC(C)=O)n1 | / | -5 | -1 | -2 | 22 | -2 | / | /
Cc1nc(N/N=C/c2ccc(Br)cc2)cc(N2CCOCC2)n1 | / | 7 | 3 | -4 | 8 | -7 | / | -12

Arranged by molar mass (ascending): three of the compounds above
SMILES | LGR2 inh | PAX8 reporter | ARNT TACC3 PPI | Cneo AK release | PGC1a acetyl inh | PglD inh | INS-1E GSIS act | Statin myotox sup
Cc1nc(N/N=C/c2ccc(Br)cc2)cc(N2CCOCC2)n1 | / | 7 | 3 | -4 | 8 | -7 | / | -12
Cc1cc(NS(=O)(=O)c2ccc(NC(=O)/C=C/c3cccc(Cl)c3)cc2)no1 | -6 | 3 | 0 | -1 | / | -4 | 26 | -3
C[C@@H]1CN([C@H](C)CO)C(=O)Cc2cc(NC(=O)C3CC3)ccc2O[C@@H]1CN(C)S(=O)(=O)c1ccc(Cl)cc1 | 13 | 5 | -6 | 0 | 1 | -5 | -4 | -1

The main list resumes with the 3 entries that preceded the break.
SMILES | LGR2 inh | PAX8 reporter | ARNT TACC3 PPI | Cneo AK release | PGC1a acetyl inh | PglD inh | INS-1E GSIS act | Statin myotox sup
CCCS(=O)(=O)NC(=O)C1(C)CCN(C(=O)c2cc(C)oc2C)C1 (stereo not drawn) | 11 | / | / | -1 | 17 | 2 | -11 | -3
CC(=O)Nc1cccc(NC(C)=O)n1 | / | -5 | -1 | -2 | 22 | -2 | / | /
Cc1nc(N/N=C/c2ccc(Br)cc2)cc(N2CCOCC2)n1 | / | 7 | 3 | -4 | 8 | -7 | / | -12
CC(=O)N(C)c1ccc(NC(=O)c2cnn(C)c2)cc1 | / | / | -3 | 5 | -9 | -2 | / | /
COc1ccc(CNC(=O)CN2C(=O)C(c3ccccc3)Oc3cccnc32)cc1 (stereo not drawn) | -5 | 0 | -6 | -2 | / | -2 | -10 | 3
O=C(Nc1cccc(F)c1)C1C2C=CC3(CN(CCCN4CCOCC4)C(=O)C13)O2 (stereo not drawn) | 2 | -6 | -1 | 6 | / | -4 | / | 0
O=C(OCC(=O)N1CCN(C(=O)c2ccco2)CC1)c1cc(-c2cccc(Br)c2)nc2ccccc12 | / | -3 | 1 | 6 | 12 | -4 | / | -2
CCCCCc1cc(=O)oc2c(C(CCN(CC)CC)c3ccc(N(C)C)cc3)c(OC)cc(OC)c12 (stereo not drawn) | 42 | ? | 50* | 15 | 5 | 0 | / | -9
CC(=O)Nc1ccc2c(c1)C(=O)N(C)[C@H]1CC[C@H](CC(=O)N3CCc4ccccc4C3)O[C@H]1CO2 | 7 | -4 | 0 | -2 | 4 | 0 | 5 | -4
C/C(=N\NC(=O)CN(c1ccc(C)cc1)S(C)(=O)=O)c1cccs1 | 17 | -3 | -3 | / | / | / | -10 | -3
O=C(CSc1nnc2c(n1)[nH]c1ccccc12)Nc1cccc(S(=O)(=O)N2CCOCC2)c1 | -7 | 27 | -1 | -5 | -13 | -7 | 13 | -17
C[C@@H]1CN([C@@H](C)CO)C(=O)c2cc(NS(=O)(=O)c3cn(C)cn3)ccc2O[C@H]1CN(C)Cc1ccc2c(c1)OCO2 | 16 | / | 2 | -1 | -15 | -7 | 7 | -46
COc1ccc2c3c(n(C)c2c1)[C@@H](CO)N(C(=O)Nc1cccc(F)c1)CC31CN(C)C1 | -23 | 0 | / | / | -4 | / | -13 | /
O=C(C(Cc1ccccc1)N1C(=O)C2C3CCC(C3)C2C1=O)N1CCCCC1 (stereo not drawn) | 8 | / | -6 | 3 | -7 | 3 | 18 | -5
CC(C)NC(=O)CN1C(=O)CSc2ccc(S(=O)(=O)N3CCCC3)cc21 | 1 | -6 | 2 | 0 | -9 | -4 | 7 | 25
Cc1cc(N2CCOCC2)nc2ccc(NC(=O)C3CCCCC3)cc12 | 9 | -10 | / | 2 | / | -1 | 1 | -51
CCc1nnc(NC(=O)CSc2nc(N)c(NC(=O)c3ccc(OC)cc3)c(=O)[nH]2)s1 | -2 | -9 | -4 | 0 | / | -3 | 15 | -29
CCOC(=O)c1c(NC(=O)CN2CCN(C(=O)c3ccco3)CC2)sc(C(N)=O)c1C | -20 | 6 | -6 | / | 8 | / | -1 | /
CCOC(=O)CSc1nc2c(c(=O)[nH]c(=O)n2C)n1Cc1ccccc1 | 2 | 14 | -3 | 0 | -5 | 0 | -2 | 7
Cn1nnnc1SCc1ccccc1F | / | 13 | -5 | 0 | -12 | 3 | / | -3
CN(Cc1ccccc1)C(=O)c1ncn2c1c(=O)[nH]c1cccnc12 | -2 | -12 | / | 0 | / | -6 | -5 | -3
N#CC1CCN(c2ncccc2[N+](=O)[O-])CC1 | 5 | -1 | 7 | 0 | -26 | -11 | -1 | 1
O=C(NC1=NN(c2ccccc2)CC1)Nc1ccccc1F | -58 | -53 | -9 | 1 | -2 | 9 | -35 | /
COc1ccc(-c2ccc(C)cc2)cc1[C@H]1[C@H]2C=CC[C@@H](C)[C@@H]2C(=O)N1Cc1ccccc1 | 6 | -13 | -1 | -1 | -5 | -1 | -5 | -21
O=C(c1cc2cc3ccc(Cl)cc3nc2o1)N1CCN(Cc2ccc3c(c2)OCO3)CC1 | 0 | -6 | -37 | / | -2 | / | 34 | /
O=C(CN1CCN(CC(=O)Nc2ccccc2Cl)CC1)NCC1(N2CCOCC2)CCCCC1 | 14 | 2 | 0 | / | / | / | 3 | /
Cc1nnc2ccc(-c3ccc(NS(=O)(=O)c4ccccc4[N+](=O)[O-])cc3)nn12 | 3 | -3 | -4 | 1 | 7 | 0 | 22 | 2
CN(C(=O)c1cccc(NC(=O)Cc2ccc(NC(=O)C3CCCN(C(=O)C4CC4)C3)cc2)c1)C1CCCC1 (stereo not drawn) | 26 | 13 | -2 | -1 | / | 4 | -18 | 7
C[C@@H]1CCCCO[C@@H](CN(C)C(=O)CCC(F)(F)F)[C@@H](C)CN([C@H](C)CO)C(=O)c2cc(NS(C)(=O)=O)ccc2O1 | 0 | -4 | 7 | -2 | 4 | -2 | 16 | -12
